# Source: PubChem
# SIAE primary – human SIAE inhibition, primary screen; Q9HAT2; SIAE FP-Rh probe binding, fluorescence polarization; inhibition, % at 9.66 µM; 0.69% of 370,000 active;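 active = inhibition above a cutoff: mean of compounds within the control limits plus 3 SD of those, cut at about 17% in these data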;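 note: 0% = plate median of compound wells and 100% = probe without SIAE protein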
# NPR1 activator – GC-A (human) enzyme activation | HEK293 GC-A cells, cGMP TR-FRET, EC30 ANP; 0% at EC30 ANP, 100% saturating ANP | activation, % at 10 µM | AID 1671463 | 0.14% of 370,000 active | P16066; in the data active = activation above about 40%
# ABHD4 inh – ABHD4 (mouse) inhibition, primary FP screen | AID 720543 | 0.54% of 370,000 active | Q8VD66 | purified mABHD4, FP-Rh probe fluorescence polarization | inhibition, % at 8.92 µM;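 active = inhibition exceeding the mean over every tested compound plus 3 SD, cut at about 30% in these data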;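 note: 0% = plate median of compound wells and 100% = S159A mutant with DMSO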
#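 Assay system: Wild-type mouse ABHD4 protein | Medium: HEPES pH 7.0 buffer, 150 mM NaCl, 0.01% Pluronic F-127 | Incubation: Enzyme–compound pre-incubation 45 min, then probe 60 min, both 25 °C | Technique: Fluorescence polarization with parallel and perpendicular emission, 525/598 nm | Evaluation: % inhibition of FP-Rh probe binding versus controls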
# PRMT1 inh – inhibitors of human PRMT1. inhibition, % at 2.79 µM. recombinant PRMT1, activity-based probe fluorescence polarization. 1.3% of 370,000 active. Q99873;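 active = inhibition above about 21% made by adding two undisclosed values, limit read from the data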
# MBD2 inh – blocks human MBD2 binding to methylated DNA. inhibition, % at 4.4 µM. TR-FRET, MBD2 binding to methylated oligonucleotide. 0.31% of 370,000 active; in the data active = inhibition above about 13%
# TCR CD3 inh – human TCR-CD3 binding inhibition; TAMRA-labeled TCR probe fluorescence, biochemical; inhibition, % at 9.4 µM; 0.37% of 360,000 active; AID 651800; in the data active = inhibition above about 19%;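 note: recombinant mutant TCR 2C K166C tagged with TAMRA read by polarization; 0% = receptor in buffer alone and 100% = receptor with positive control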
# GC-B act – GC-B (human) receptor activation | HEK293-GC-B cells, CNP EC30, cGMP TR-FRET; 0% at EC30 CNP, 100% saturating CNP | activation, % at 10 µM | 0.11% of 370,000 active | P20594;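 active = activation at 10 µM reaching about 35% in either raw or pattern-adjusted values, limit read from the data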
# Target sequence (P20594 whole entry, looked up): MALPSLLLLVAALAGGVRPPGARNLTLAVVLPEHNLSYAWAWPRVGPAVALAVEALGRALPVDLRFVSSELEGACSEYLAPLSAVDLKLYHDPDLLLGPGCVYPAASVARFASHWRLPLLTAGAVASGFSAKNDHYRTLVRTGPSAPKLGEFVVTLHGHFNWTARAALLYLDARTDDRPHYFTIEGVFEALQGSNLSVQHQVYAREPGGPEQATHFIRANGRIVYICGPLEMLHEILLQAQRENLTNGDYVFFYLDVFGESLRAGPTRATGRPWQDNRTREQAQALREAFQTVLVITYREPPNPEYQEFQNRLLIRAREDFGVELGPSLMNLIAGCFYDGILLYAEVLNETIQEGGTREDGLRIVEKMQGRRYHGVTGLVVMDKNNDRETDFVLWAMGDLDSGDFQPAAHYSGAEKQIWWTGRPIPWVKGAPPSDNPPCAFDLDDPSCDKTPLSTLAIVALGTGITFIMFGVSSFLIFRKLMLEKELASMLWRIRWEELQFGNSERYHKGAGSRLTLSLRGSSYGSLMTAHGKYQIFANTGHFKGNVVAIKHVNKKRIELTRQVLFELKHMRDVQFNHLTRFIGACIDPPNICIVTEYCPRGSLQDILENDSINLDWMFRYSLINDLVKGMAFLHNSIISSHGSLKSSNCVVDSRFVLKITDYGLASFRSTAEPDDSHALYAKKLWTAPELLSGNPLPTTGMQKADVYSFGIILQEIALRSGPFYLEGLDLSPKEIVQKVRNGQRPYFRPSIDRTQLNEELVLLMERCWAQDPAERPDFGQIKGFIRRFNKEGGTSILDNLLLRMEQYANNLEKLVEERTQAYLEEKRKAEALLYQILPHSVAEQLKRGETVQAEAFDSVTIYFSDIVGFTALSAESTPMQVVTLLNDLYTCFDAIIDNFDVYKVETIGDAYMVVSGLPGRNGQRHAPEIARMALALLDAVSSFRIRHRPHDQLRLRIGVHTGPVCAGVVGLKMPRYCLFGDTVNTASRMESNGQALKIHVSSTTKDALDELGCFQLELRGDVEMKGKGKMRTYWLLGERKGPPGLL
# rCAG RNA binder – binds r(CAG) RNA repeats | inhibition, % at 3 µM | r(CAG) RNA repeat, TO-PRO-1 dye displacement fluorescence | AID 651821 | 1.3% of 370,000 active;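 active = inhibition above the plate cutoff, the mean of all test compounds on that plate plus 3 SD, cut at about 35% in these data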;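 note: 0% = DMSO alone and 100% = 100 µM mitoxantrone as full dye displacement; higher means more dye released from RNA so lower well fluorescence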
# HTRA1 inh – HTRA1 (human) protease inhibition. Q92743. recombinant HTRA1, FP-rhodamine activity-based probe, fluorescence polarization. inhibition, % at 5.96 µM. 0.5% of 340,000 active; in the data active = inhibition above about 36%;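 note: 0% = enzyme with DMSO and 100% = wells lacking enzyme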
# UHRF1 MBD2 ctr – human UHRF1 methylated DNA binding inhibitors; Q96T88; UHRF1 binding to methylated oligo, TR-FRET; inhibition, % at 4.4 µM; 0.75% of 370,000 active; in the data active = inhibition above about 21%;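 note: UHRF1 SRA domain binding a hemimethylated CpG hairpin DNA probe; 0% = median of test compound wells and 100% = reference inhibitor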
# An asterisk follows results filed as active; / = not tested or not shown. An excerpt. The share of hits here may be higher or lower than overall.
Compound	SIAE primary	NPR1 activator	ABHD4 inh	PRMT1 inh	MBD2 inh	TCR CD3 inh	GC-B act	rCAG RNA binder	HTRA1 inh	UHRF1 MBD2 ctr
O=C(O)CC1(CC(=O)Nc2ccc3c(c2)OCCCO3)CCCCC1	2	5	-2	0	0	1	-2	-2	2	1
O=S(=O)(Nc1ccccc1)c1ccc(NS(=O)(=O)c2cccs2)cc1	0	3	1	-5	-2	5	-4	7	2	3
Cc1ccc(S(=O)(=O)c2nc(-c3cccs3)oc2N2CCC(C(N)=O)CC2)cc1	4	3	-3	-1	-4	1	5	1	4	0
COC(=O)COc1ccc(S(=O)(=O)N2CCN(c3ccccc3F)CC2)cc1	3	23	-3	0	-3	0	-1	-7	-4	-1
CC(=O)Nc1cc(-c2ccc(S(C)(=O)=O)cc2)cn2c(-c3ccc(F)c(Cl)c3)cnc12	-14	7	-16	1	-1	1	21	9	/	-4
Cc1ccc(OCCOc2c(Cl)cc(Cl)cc2Cl)c([N+](=O)[O-])n1	-2	8	-3	-3	-2	/	-11	/	/	1
N#Cc1nc(Cc2ccccc2)oc1N1CCC(C(N)=O)CC1	8	4	2	-1	0	3	-9	-4	-3	0
FC(F)(F)c1nnc2ccc(Sc3ccccn3)nn12	3	-4	-2	2	1	-1	1	-2	1	11
O=C(OCC(O)C(O)COC(=O)c1ccccc1)c1ccccc1 (centres undefined)	1	1	7	1	-5	4	-2	-2	9	1
CCCS(=O)(=O)NC(=O)C1(C)CCCN(C(=O)c2cc(C)nn2C(C)(C)C)C1 (centres undefined)	-5	-2	2	2	1	0	2	4	/	-3
CCOc1cc(C2C3=C(CC(C)(C)CC3=O)N(CCOC)C3=C2C(=O)CC(C)(C)C3)ccc1OC	0	-1	1	2	-3	-1	-4	-7	-3	1
O=C(Cn1nnc(-c2cccc(C(F)(F)F)c2)n1)NNS(=O)(=O)c1cccc(C(F)(F)F)c1	3	-10	-18	1	9	-1	-12	54*	-8	3
Cc1ccc(OCC(=O)N2CCc3ccccc3C2)cc1	4	1	2	0	1	1	7	-3	0	0
COC(=O)CCC(=O)NC(=S)Nc1c(C)cccc1C	-4	0	-1	2	-1	13	0	-2	-4	-1
COCCNC(=O)c1onc(CSc2ccc(C(C)C)cc2)c1C(=O)O	-6	3	1	1	1	1	0	25	-5	-2
Cc1coc(NC(=O)CSc2nc(-c3ccncc3)cc(C(F)(F)F)c2C#N)n1	-11	3	2	-1	-5	1	-3	-5	5	-4
O=C(Nc1ccccc1NC(=O)c1c(F)c(F)c(F)c(F)c1F)c1c(F)c(F)c(F)c(F)c1F	-8	-47	-3	-1	3	-3	-19	-1	8	0
CCCc1cc(NC(=O)COC(=O)c2ccc(O)cc2O)n(-c2ccccc2)n1	-2	-10	-5	1	-5	-1	-4	7	-1	-1
CC(C)c1ccc(OCc2cccc(C(=O)N/N=C/c3cccnc3)c2)cc1	-38	-6	-56	-3	1	5	1	0	-90	-4
COC(=O)CSc1nc(SCc2ccccc2Cl)nc2c1CCCC2	-4	-3	-3	0	1	2	4	2	-13	1
CC1=C(C(=O)OC2CCCCC2)C(c2ccc(O)cc2)NC(=O)N1 (centres undefined)	6	-11	-6	-2	1	4	0	4	0	-1
Cc1cc(C)cc(OCC(=O)Nc2nonc2NC(=O)COc2cc(C)cc(C)c2)c1	-46	-1	-2	3	6	-9	0	12	-10	8
CCCNC(=O)C1(C)CCCN(Cc2csc3ccccc23)C1 (centres undefined)	-1	0	1	-1	-5	6	-2	-1	/	-1
N/N=C(\c1ccccc1)c1cc(Cl)ccc1N	9	-1	4	0	-5	0	-2	5	-5	-1
COc1ccc(/C(C)=N/Nc2nc3ccccc3nc2C)cc1	4	2	2	0	-1	0	0	1	11	-2

# Next section; it opens with the four that closed the last part.
Compound	SIAE primary	NPR1 activator	ABHD4 inh	PRMT1 inh	MBD2 inh	TCR CD3 inh	GC-B act	rCAG RNA binder	HTRA1 inh	UHRF1 MBD2 ctr
Cc1cc(C)cc(OCC(=O)Nc2nonc2NC(=O)COc2cc(C)cc(C)c2)c1	-46	-1	-2	3	6	-9	0	12	-10	8
CCCNC(=O)C1(C)CCCN(Cc2csc3ccccc23)C1 (centres undefined)	-1	0	1	-1	-5	6	-2	-1	/	-1
N/N=C(\c1ccccc1)c1cc(Cl)ccc1N	9	-1	4	0	-5	0	-2	5	-5	-1
COc1ccc(/C(C)=N/Nc2nc3ccccc3nc2C)cc1	4	2	2	0	-1	0	0	1	11	-2
CC(=O)Oc1ccc(N(C(C)=O)S(=O)(=O)c2ccc(C)cc2C)c2ccccc12	2	-2	-6	7	-1	-2	-5	4	-12	5
CCc1nc2c(OCCC3CCCCC3)cccn2c1N(C)C(=O)CC(C)C	6	-2	6	4	-5	-8	0	-2	/	-3
O=C(Cn1cnc2ccccc21)N/N=C/c1ccc([N+](=O)[O-])cc1	1	0	4	-1	-3	-1	-1	4	2	-3
CN(CC(=O)NCc1cccc(F)c1)C(=O)c1ccco1	3	-1	-5	-2	0	0	2	2	3	1
O=C1N=NC2=C1c1c3ccccc3c(O)n1CC2	11	-5	-8	-3	-32	-4	-10	1	12	-21
COc1ccc(N2CCN(CC(O)c3c[nH]c4ccc(OC)cc34)CC2C)cc1 (centres undefined)	0	-5	5	-4	-2	-1	-4	-5	5	1
CC(CN1CCCCC1)C(=O)NN (centres undefined)	7	3	-3	1	4	10	6	1	4	21*
COc1ccc(C(=O)Nc2ccc(C3=NNC(=O)CC3C)cc2NC(=O)c2ccc(OC)cc2)cc1 (centres undefined)	-20	11	-6	0	-1	3	14	4	-43	2
CC(=O)c1cccc(NC(=O)Nc2c(C)nn(C)c2C)c1	2	-3	0	0	1	2	4	1	-7	1
CSc1ccc(/C=N/NC(=O)CN2CCN(Cc3ccc(C)cc3)CC2)cc1	-2	-4	-4	-1	-4	0	6	-6	-2	-3
CC1CCN(C(=S)c2ccc(N(C)C)cc2)CC1	1	1	11	3	-6	-2	3	-3	-18	0
CCOC(=O)c1cnc2c(cnn2C)c1Oc1ccc(OC)cc1	-6	3	12	3	6	5	-2	-6	13	1
CC1CCCN(S(=O)(=O)c2cc(Cl)ccc2Cl)C1 (centres undefined)	3	-4	3	-3	-4	0	-3	0	-7	-1
CN1CCN(C(=O)CSc2nc3ccc(NC(=O)c4ccccc4F)cc3s2)CC1	-3	1	-3	-7	2	3	-2	-1	3	0
O=c1cc(C(F)(F)F)[nH]c2c(OC(F)(F)F)cccc12	-1	10	-4	-2	0	-8	-1	-1	2	2
COCc1cc(=O)[nH]c(SCC(=O)c2ccccc2)n1	3	3	1	-6	1	0	2	1	3	-2
Cn1cnnc1SCC(=O)NC(=O)NCc1ccccc1	-7	1	-1	0	-1	0	8	0	-2	-1
CCN(CC(=O)Nc1cccc(F)c1)Cc1nc2ccccc2c(=O)[nH]1	2	-5	1	-5	-1	6	-6	0	2	0
O=C1CC(c2ccco2)Cc2nc(N3CCc4ccccc4C3)ncc21 (centres undefined)	-3	2	5	12	4	5	-1	12	-7	3
CC(C)(C)NC(=O)N1CCCN(c2ccc(C(F)(F)F)cn2)CC1	12	3	1	0	-1	1	8	-7	7	0
C=CCn1c(O)c(C=Nc2ccc(Cc3ccncc3)cc2)c(=O)[nH]c1=S	-16	10	0	-2	4	7	8	-3	2	-3
CCOC(=O)c1c(N)sc2c1CCCC2=O	-4	1	0	-3	-3	2	0	0	0	1
O=C1Nc2ccc([N+](=O)[O-])cc2OC1CCN1CCCC1 (centres undefined)	-5	4	-3	-7	-1	4	1	-2	8	6
CCc1ccccc1OCC(=O)Nc1cccc(S(=O)(=O)NC2=NCCC2)c1	7	3	6	0	-1	3	9	3	-2	-2
Cc1ccc(/C=C/C(=O)OC(C)C(=O)Nc2ccc(Cl)cn2)o1 (centres undefined)	1	-1	1	14	-5	2	3	10	-2	0
CC(/C=N/NC(=O)c1cc(C(C)C)[nH]n1)=C\c1ccccc1	-2	3	1	3	3	-5	-3	-1	-6	0
CCOC(=O)c1cc(C)[nH]c(=O)c1C#N	2	4	0	-7	5	2	0	-1	5	1
COc1ccccc1NC(=O)c1c(C)oc2c1CCCC2	-1	-8	-5	-4	1	-3	4	0	-6	-1
C=CCCC1(C)C(=O)N(c2ccccc2)c2ccccc21 (centres undefined)	1	-13	-10	1	-1	6	-7	-5	-1	-2
COc1ccc(NC(=O)CN(C)CC(=O)NCC2CCCCC2)cc1	4	5	5	2	-2	6	0	-8	2	3
Cc1csc(SCc2ccc(C(=O)O)cc2)n1	2	5	1	0	1	4	4	-2	2	1
CCN1C(=O)C(C)S/C1=N\S(=O)(=O)c1ccc(F)cc1 (centres undefined)	1	-1	2	2	-2	0	2	-3	3	1
OC[C@@H]1CN(Cc2ccc(-c3ccccc3)cc2)C[C@H](n2cnc3c(NCc4ccc(F)cc4)ncnc32)O1	-20	-9	-28	0	-2	-2	-7	8	/	2
CCC(CC)c1nnc(NS(=O)(=O)Cc2ccccc2)s1	9	0	13	2	1	-1	7	13	3	0
CC(=O)Nc1cccc(S(C)(=O)=O)c1	10	1	6	4	2	-5	-2	0	4	2
COC(=O)c1cc2c(=O)c3ccccc3oc2nc1C	-8	4	-8	6	8	-9	-3	0	6	2
CCOC(=O)C1(C)CCN1C(=O)c1ccc2ccccc2c1 (centres undefined)	-2	-2	-5	1	1	-2	4	0	/	1
Cc1ccc(CC(=O)NCCS(=O)c2ccc(C)cc2)cc1 (centres undefined)	5	-6	-3	2	5	-2	5	-1	6	3
Cc1ccc(NC(=O)Cn2cc(S(=O)(=O)c3ccc(F)cc3)c(=O)c3cc(F)ccc32)cc1	-2	0	6	0	-1	0	8	7	-3	2
COc1ccccc1NC(=O)COC(=O)Cc1cccs1	-2	-2	-8	2	2	-4	3	1	1	3
O=C(Nc1ccc(F)cc1)c1cccc2c1C(=O)N(Cc1ccccn1)C2	-4	-3	-3	0	-3	5	-12	-1	-7	-2
CCOC(=O)N1CCN(C(=O)c2c[nH]c3ccc(S(=O)(=O)N(C)c4cccc(C)c4)cc3c2=O)CC1	4	3	3	-1	-3	1	3	1	-1	-1
CN(C)C=Nc1nonc1N	1	3	4	0	-4	5	5	3	6	0
Cc1cc2c(SCC(=O)Nc3cccc(O)c3)ncnc2s1	-26	-2	-8	34*	9	10	-2	54*	-24	16
CCC/C(=N\NC(=O)c1ccccc1C)c1ccccc1	6	-5	-3	-3	-3	12	1	0	-1	-1
O=C(CCN1CCCCO1)N1CCCC(N2CCN(c3ccc(F)cc3)CC2)C1 (centres undefined)	3	2	-2	-2	-1	1	4	-7	-1	1
Cc1cc(C(C)(C)C)cc(S(=O)(=O)NCC(=O)O)c1C	7	5	5	-5	-4	-4	-12	3	1	-1
COC(=O)c1ccc(C(=O)Nc2ccc(N)cc2N)cc1	-2	-10	15	19	0	-3	-4	11	18	-6
c1ccc2nc(-c3ccc4c(c3)OCO4)ccc2c1	-1	-1	-4	4	0	-8	-2	-2	-10	2
